Screens (PubChem)
PAFAH1B2 FP inh: blocks human PAF acetylhydrolase 1b catalytic subunit 2; recombinant PAFAH1B2, FP-rhodamine activity probe, fluorescence polarization; inhibition, % at 3.39 µM; hit rate 1.2% among 340,000; AID 492953;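 active means inhibition above the mean of all tested compounds plus 3 SD, cut at about 24% in these data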;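 further: 0% = enzyme with DMSO and 100% = wells lacking PAFAH1B2; many of its hits are not listed in these tables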
Target sequence (P68402 whole entry, looked up): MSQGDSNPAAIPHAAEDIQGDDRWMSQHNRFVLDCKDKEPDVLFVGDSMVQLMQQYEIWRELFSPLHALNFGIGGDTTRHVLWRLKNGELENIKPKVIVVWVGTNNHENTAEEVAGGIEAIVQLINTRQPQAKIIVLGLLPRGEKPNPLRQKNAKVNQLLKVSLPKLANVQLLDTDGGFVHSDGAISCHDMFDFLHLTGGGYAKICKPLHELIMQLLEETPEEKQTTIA
pPAFAH FP inh: pPAFAH (human) enzyme inhibition; Q13093; recombinant pPAFAH, FP-rhodamine probe fluorescence polarization; inhibition, % at 3.39 µM; hit rate 1.5% among 330,000;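 active means inhibition above the mean inhibition across the screen plus 3 SD, cut at about 25% in these data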;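 further: inhibitors block binding of the rhodamine activity-based probe so polarization drops; 0% = enzyme with DMSO and 100% = wells lacking pPAFAH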
LYPLA2 inh: blocks human lysophospholipase 2, a PME1 counter-screen; recombinant LYPLA2, FP-Rh probe fluorescence polarization; inhibition, % at 5.9 µM; hit rate 0.38% among 320,000;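 active means inhibition above the screen-wide mean plus 3 SD, limit set per campaign, cut at about 26% in these data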;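 further: 0% = LYPLA2 with DMSO and 100% = wells lacking LYPLA2 enzyme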
Target sequence (O95372 whole entry, looked up): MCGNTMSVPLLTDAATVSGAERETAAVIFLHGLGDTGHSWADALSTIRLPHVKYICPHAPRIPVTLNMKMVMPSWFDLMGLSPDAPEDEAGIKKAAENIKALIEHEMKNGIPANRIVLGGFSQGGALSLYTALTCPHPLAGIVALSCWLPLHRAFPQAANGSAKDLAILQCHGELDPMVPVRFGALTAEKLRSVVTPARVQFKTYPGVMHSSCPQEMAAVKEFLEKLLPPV
PREPL inh: inhibits the human prolyl oligopeptidase-like enzyme. Q4J6C6. recombinant PREPL, fluorescence polarization activity-based probe. inhibition, % at 5.96 µM. hit rate 0.68% among 320,000; in the data active means inhibition above about 43%;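 further: 0% = enzyme with DMSO and 100% = wells lacking enzyme; many of its hits are not listed in these tables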
PAFAH1B3 inh: inhibitors of human PAFAH1B3 | Q15102 | recombinant PAFAH1B3, FP-rhodamine probe, fluorescence polarization | inhibition, % at 3.39 µM | hit rate 0.28% among 340,000 | AID 492972;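 active means inhibition above the screen-wide average of all tested compounds plus 3 SD, cut at about 25% in these data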;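 further: 0% = enzyme with DMSO only and 100% = wells lacking PAFAH1B3 protein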
Target sequence (Q15102 whole entry, looked up): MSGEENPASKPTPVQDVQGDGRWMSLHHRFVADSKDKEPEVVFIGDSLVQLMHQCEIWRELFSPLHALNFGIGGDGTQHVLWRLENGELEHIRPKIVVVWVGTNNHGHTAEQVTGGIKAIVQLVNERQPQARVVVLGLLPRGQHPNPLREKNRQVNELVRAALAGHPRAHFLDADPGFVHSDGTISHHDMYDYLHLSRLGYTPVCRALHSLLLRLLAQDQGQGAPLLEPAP
EBNA-1 inhibitor: blocks EBNA-1 binding to DNA; EBNA-1 DNA binding, fluorescence polarization; inhibition, % at 14.8 µM; hit rate 0.34% among 300,000; AID 1950; in the data active means inhibition above about 28%
ZTA DNA inh: counter-screen for EBNA-1 inhibitors: inhibitors of Epstein-Barr virus ZTA. inhibition, % at 11 µM. ZTA-DNA binding, fluorescence polarization. P03206. hit rate 0.15% among 320,000. AID 2234; in the data active means inhibition above about 33%
Target sequence (P03206 whole entry, looked up): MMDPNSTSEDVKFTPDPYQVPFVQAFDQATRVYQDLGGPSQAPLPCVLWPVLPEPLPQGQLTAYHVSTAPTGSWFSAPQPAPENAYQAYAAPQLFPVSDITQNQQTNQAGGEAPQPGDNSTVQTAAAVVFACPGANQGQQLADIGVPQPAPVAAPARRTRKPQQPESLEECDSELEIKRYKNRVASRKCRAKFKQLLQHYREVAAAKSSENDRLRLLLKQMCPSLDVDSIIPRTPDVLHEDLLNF
PAFAH2 FP inh: inhibitors of human PAFAH2; AID 492956; recombinant PAFAH2, FP-rhodamine activity probe, fluorescence polarization; inhibition, % at 3.39 µM; hit rate 0.99% among 340,000;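 active means inhibition above the mean over all tested compounds plus 3 SD, cut at about 30% in these data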;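 further: inhibitors block probe labeling of enzyme so polarization drops; 0% = enzyme with DMSO and 100% = wells lacking PAFAH2 protein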
LYPLA1 inh: LYPLA1 (human) inhibition in PME1 counter-screen | inhibition, % at 5.9 µM | recombinant LYPLA1, FP-Rh probe fluorescence polarization | hit rate 0.16% among 320,000;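 active means inhibition above the mean of all tested compounds plus 3 SD, set per campaign, cut at about 14% in these data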;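 further: inhibitors block serine hydrolase probe labeling of LYPLA1 so polarization falls; 0% = enzyme with DMSO and 100% = wells lacking LYPLA1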
Active calls of the source: *; nt = not tested or not shown; & = joins results of further samples.

item	canonical_smiles	PAFAH1B2 FP inh	pPAFAH FP inh	LYPLA2 inh	PREPL inh	PAFAH1B3 inh	EBNA-1 inhibitor	ZTA DNA inh	PAFAH2 FP inh	LYPLA1 inh
1	O=C(CCSCCc1ccccn1)Nc1c(F)cc(F)cc1Br	0	0	3	-2	2	2	-17	-7	4
2	Cc1cc2cc(CN3C(=O)c4ccccc4C3=O)ccc2n1C	3	2	3	20	2	10	-5	4	0
3	COc1cccc(NC(=O)c2cc(C(=O)Nc3cccc(OC)c3)n(C)n2)c1	-4	-17	-25	-14	3	2	9	-4	-20
4	COc1cc2c(C#N)c(N3CCN(c4ccccc4OC)CC3)nc(N)c2c(N)n1	-3	11	9	49*	17	-3	-3	5	3
5	CC(C)c1ccccc1NC(=O)COC(=O)c1c2c(nc3ccccc13)CCN(Cc1ccccc1)C2	-1	3	-3	8	-6	7	5	-2	-1
6	CN1CCN(c2ccc(CNS(=O)(=O)c3ccsc3)cc2)CC1	nt	7	-5	-11	nt	5	11	nt	-3
7	O=C(Cc1nn[nH]n1)NCc1ccccc1Cl	0	3	-6	14	-3	-9	-10	-4	1
8	Cc1ccc(S(=O)(=O)c2c(C)cc(C)nc2N2CCCC2)cc1	2	3	0	9	3	-10	-14	-4	-5
9	CCOC(=O)C(=CNc1cscc1S(=O)(=O)C(C)C)C(=O)OCC	8	6	-1	-7	6	-4	26	-5	0
10	CC(C)n1c(CN2CCN(C)CC2)nc2c1c(=O)n(C)c(=O)n2C	4	2	-1	4	8	-3	-9	-2	0
11	COc1ccc(S(=O)(=O)Nc2cccc3c2O[C@H](CN(C)C)[C@@H](C)CN([C@H](C)CO)C3=O)cc1	4	1	nt	8	17	nt	nt	9	nt
12	CC(=O)N(c1ccccc1C)S(=O)(=O)c1ccc(Cl)cc1	-1	3	-3	5	-5	2	-4	0	1
13	CCOc1cc(/C=N/NC(N)=O)cc(Br)c1OCc1ccccc1	3	5	0	11	-1	7	11	-3	-4
14	Cc1sc(NC(=S)NC(=O)c2cccs2)nc1-c1ccc(C(C)C)cc1	10	0	-7	-2	1	2	10	2	-4
15	CCCN(CCC)CCCOC(=O)c1ccc(Cl)cc1Cl	3	2	0	25	-3	5	11	-6	-1
16	Nc1c(/C=C2/C=CC(=O)C(O)=C2)c(=O)nc2sc(CC(=O)N3CCCC3)nn12	13	21	0	2	5	7	6	8	-5
17	O=C(CCC(=O)N1CCN(c2ccccc2F)CC1)N1CCN(c2ccccc2)CC1	7	7	-2	13	0	2	-9	0	0
18	CCOC(=O)CSC1=C(C#N)C(c2ccc(C)o2)CC(=O)N1 (stereo not given)	-3	0	3	-1	-1	11	15	2	0
19	CSc1ncc(S(=O)(=O)c2ccccc2)c(=O)[nH]1	7	2	-3	1	1	1	11	5	-1
20	CCN(CC)C(=O)C1=C(C)Nc2nnnn2C1c1cccnc1 (stereo not given)	3	-3	-3	-6	1	-20	-5	2	-4
21	O=C(Nc1ccc2c(c1)oc1ccc(S(=O)(=O)N3CCCC3)cc12)C1CC1	1	1	-1	10	-3	-12	1	-7	-8
22	O=c1cc(-c2ccccc2)nc(SCc2ccc(Cl)cc2)[nH]1	24*	2	-2	0	5	10	-5	5	-5
23	CC1=C(C(=O)OC2CCCC2)C(c2ccc(C)o2)C2=C(CC(c3cccs3)CC2=O)N1 (stereo not given)	2	12	2	2	2	-4	-2	10	-5
24	O=C(CCN1C(=O)c2cccc3cccc(c23)C1=O)N1CCN(Cc2ccc3c(c2)OCO3)CC1	1	0	13	31	2	6	-18	2	0
25	Cc1ccc(C(=O)c2c3ccc(C(F)(F)F)cc3[n+]([O-])n2CCC(N)=O)cc1	0	0	9	9	-2	8	4	-1	4
26	COC(=O)CSc1nc(NC(C)(C)C)nc(N(C)C)n1	-1	-1	0	12	0	2	-20	1	-1
27	CCOC(=O)c1c(O)cc(C)cc1Nc1ccccc1	4	3	-3	-11	6	6	-4	7	-1
28	O=C(O)CC1CCS(=O)(=O)C1 (stereo not given)	3	-3	-5	8	3	-6	4	-3	2
29	COc1ccc(OC)c(Nc2nc3ccccc3n3cnnc23)c1	-3	19	4	28	2	-9	-17	7	4
30	CN1CCc2c(sc(NC(=O)c3ccc(S(=O)(=O)N4CCCCCC4)cc3)c2C(N)=O)C1	4	2	-10	4	4	-4	-4	7	-6
31	O=C(O)c1cc([N+](=O)[O-])c(Sc2nc3ccccc3[nH]2)c([N+](=O)[O-])c1	6	0	2	-4	12	-6	7	4	1
32	CCCCCCCCCCn1c2c(c(=N)c3c1CCC3)CCC2	1	8	21	44*	5	-2	-8	-6	4
33	CCC(CCC(=O)Nc1ccn(-c2ccccc2)n1)C(=O)O (stereo not given)	0	1	-2	-2	5	6	0	2	4
34	CC[C@@]1(c2ccccc2OC)C(=O)N(C(=O)OC)N1C(=O)OC	7	6	6	5	4	-12	-15	2	2
35	CSCCNC(=O)c1ccc(OC2CCN(CCc3ccccc3)CC2)cc1	-3	3	5	8	-6	3	-4	1	2
36	O=C(CCl)Nc1cc2[nH]c(=O)[nH]c2cc1Br	2	8	-3	8	3	-2	6	9	-4
37	Cc1ccc(NC(=O)CSc2nc3ccccc3c(=O)n2CCCC(=O)NCCCN2CCOCC2)cc1C	-1	2	-3	10	1	4	11	-10	-6
38	Cc1ccccc1N1CCN(CC(=O)Nc2nc(C)c(C(=O)N(C)C)s2)CC1	0	-1	3	8	5	0	-3	2	0
39	CNC(=O)C(=O)Nc1nc(C23CC4CC(CC(C4)C2)C3)cs1	26*	-5	-8	1	10	-16	-3	5	1
40	O=C(O)CCn1cc(-c2ccc(F)cc2)nc1-c1ccncc1	0	3	2	0	-5	13	2	-4	3
41	C=C(C)C1CC=C(C)/C(=N\NC(=O)CNc2cccc3ccccc23)C1 (stereo not given)	0	13	6	12	8	4	-10	6	4
42	Cc1ccc(S(=O)(=O)NCCC(=O)NC2CCCC2)cc1	4	-2	-3	4	2	-2	5	-9	0
43	CCOC(=O)c1ccc(NS(=O)(=O)c2ccc3c(c2)CCCN3C(C)=O)cc1	5	11	0	-2	7	11	13	16	-1
44	COc1cccc(CN2CC(C(=O)N(C)C3CCOCC3)CCC2=O)c1 (stereo not given)	0	5	-3	-5	7	-4	-16	3	1
45	COc1ccc(CCNS(=O)(=O)c2ccc(OC)cc2)cc1	14	11	4	-8	6	5	-19	-11	3
46	COc1ccccc1-n1nnnc1SCc1cc2c(cc1Br)OCO2	0	5	1	-5	4	-6	-5	4	1
47	CCCCn1c(=O)c(-[n+]2ccccc2)c([O-])c2ccccc21	2	7	5	-13	-1	-1	10	8	1
48	CC12CCC(=O)N1C(C(=O)N1CCN(S(=O)(=O)c3ccc(Br)cc3Cl)CC1)CS2 (stereo not given)	11	3	5	22	2	-7	-10	-24	0
49	CCCCc1cc(=O)oc2c(CN3CCCC3)c(O)c(Cl)cc12	14	-6	4	-1	12	-12	11	5	-2
50	C/C(=N\NC(=O)c1ccccc1)c1cccc(Br)c1	4	0	1	-2	6	-6	6	8	-2
51	O=C(CSc1nnnn1-c1cccnc1)NCc1cccs1	0	3	4	3	5	-13	-9	4	1
52	O=c1[nH]c2ccccc2nc1CCc1ccccc1	3	2	-4	2	6	7	-12	4	-5
53	CCN=C1S/C(=C\c2ccc(Sc3ccc(Cl)cc3)o2)C(=O)N1CC	0	1	5	-5	2	1	0	-1	-2
54	CCOc1ncccc1C(=O)N=C1SCCN1C(=O)c1cccnc1OCC	4	3	8	-4	-2	-4	-2	3	4
55	Cc1ccccc1OCCn1cc(/C=C(\C#N)C(=O)NCc2ccco2)c2ccccc21	-2	1	2	5	-10	34*	-4	-13	-2
56	COc1ccccc1Oc1ccc(S(=O)(=O)N2CCCCC2)cc1NC(=O)CCNC(C)=O	4	5	6	16	-4	6	-6	-9	1
57	CCOc1ccccc1CNC(=O)CNC(=O)c1cccs1	-2	4	6	9	5	-1	-4	2	-2
58	Cc1ccc(C)c(S(=O)(=O)N2C(=S)NC(=O)C2C(C)C)c1 (stereo not given)	5	-3	-3	1	-7	3	15	-3	-2
59	CC(=O)/C=C(/C)NC(Cc1c[nH]c2ccccc12)C(=O)O (stereo not given)	2&5	2&5	-7&2	-4&5	12&2	10&-13	17&-4	2&3	-3&2
60	COCCNC(=O)C(=O)NCC(c1ccc2c(c1)OCO2)N1CCN(c2ccc(F)cc2)CC1 (stereo not given)	-2	-3	2	28	3	-7	5	4	-4

Additional structures follow:
item	canonical_smiles	PAFAH1B2 FP inh	pPAFAH FP inh	LYPLA2 inh	PREPL inh	PAFAH1B3 inh	EBNA-1 inhibitor	ZTA DNA inh	PAFAH2 FP inh	LYPLA1 inh
61	COc1ccc(C(=O)NC2CCCN(Cc3ccc(Cl)cc3)C2)c(OC)c1 (stereo not given)	0	6	3	-3	3	-4	-4	-2	-2
62	CN(C(=O)CC1C(=O)NCCN1Cc1ccc(F)c(F)c1)C1CCCCC1 (stereo not given)	4	2	5	12	9	8	-2	1	4
63	Cc1ccc(-c2csc(NC(=O)c3ccccc3Cl)c2C(=O)O)cc1	4	5	6	0	6	20	12	7	1
64	Cc1cc(C(=O)NCCC2=CCCCC2)c(C)o1	8	-3	5	8	-1	5	12	5	-1
65	O=C(Nc1ccc(C(=O)O)cc1)/C(=C\C=C\c1ccccc1)NC(=O)c1cccc(Br)c1	-3	8	-10	-15	15	15	6	0	-10
66	CNC(=O)c1cc(C)c(-c2ccccc2)s1	2	10	3	11	-5	-12	-6	1	-2
67	Cc1cccc(Nc2nnc(SCC(=O)NCc3cccs3)s2)c1C	4	12	2	-1	-2	-5	-5	8	2
68	COc1cccc(C(=O)OCCCOC(=O)c2cccc(OC)c2OC)c1OC	1	4	10	4	7	13	6	2	2
69	CCCOc1ccc(NC(=O)C2CC(=O)N3CCCN=C3S2)cc1 (stereo not given)	3	5	1	2	6	5	-5	-2	-1
70	CCOC(=O)c1ccc(NC(=O)C2CCN(S(=O)(=O)CC)CC2)cc1	4	3	9	18	7	3	-19	-4	4
71	Cc1cccc2sc(N(CCCN(C)C)C(=O)COc3ccc(Cl)cc3)nc12	6	-3	-3	-76	6	-1	-11	8	-4
72	O=C(NCC1CC1)c1cc(-c2ccccc2)nn1CC1CC(c2cccc([N+](=O)[O-])c2)=NO1 (stereo not given)	3	1	-2	-15	-4	-2	1	-3	0
73	O=C(CNC(=O)c1ccc(Br)cc1)OCc1cc([N+](=O)[O-])cc2c1OCOC2	5	7	5	-8	11	-10	-5	-4	-1
74	CCOC(=O)C1(CC/C(C)=N\NC(N)=O)CC(C)(C)OC1=O (stereo not given)	0	1	5	2	-3	5	-3	-3	0
75	CCc1ccc(-c2nc(CS(=O)CC(=O)NCCCN3CCC(C)CC3)c(C)o2)cc1 (stereo not given)	1	4	-6	26	7	-3	-4	-2	-4
76	Cc1c(NC(=O)c2cc(-c3ccccc3)nc3ccccc23)c(=O)n(-c2ccccc2)n1C	5	-6	nt	12	10	nt	nt	-21	nt
77	Cc1cc(C)n(/N=C\c2c(O)ccc3ccccc23)c(=O)c1C(N)=O	-2	-8	10	13	-9	-1	-10	3	0
78	CC(C)(C)C(=O)Nc1ccc(C(=O)NNC(=O)Cc2ccccc2)cc1	8	4	2	-5	-3	-2	5	4	-3
79	COc1ccc(C2CC(c3ccc(Cl)cc3)=NN2c2ccc(S(N)(=O)=O)cc2)cc1 (stereo not given)	2	15	nt	nt	6	nt	nt	2	nt
80	C=CCn1c(SCC(=O)Nc2cccc(C(=O)OC)c2)nnc1C(C)NC(=O)c1cccs1 (stereo not given)	0	2	-7	3	8	2	-2	4	-3

Only part of the results is shown (hit frequency here may not be typical).
